Screens as filed in PubChem BioAssay.
hK5 inh: blocks human kallikrein 5 protease activity; hit rate 0.59% among 210,000; recombinant hK5, fluorogenic AMC substrate cleavage; Q9Y337; inhibition, % at 5 µM;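 active = inhibition of 40% or more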;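 note: 0% = enzyme controls without compound and 100% = no-enzyme blanks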
EBV gp42 block: blocks Epstein-Barr virus glycoprotein 42 binding. Fluorescence polarization binding assay, mP read-out. inhibition, % (tested at 21.74 µM). hit rate 0.42% among 220,000. AID 1085; in the data active = inhibition above about 50%
KCC2 mod: KCC2 (human) Cl- transport modulation; Q9H2X9; KCC2 cells, thallium flux FluoZin-2 fluorescence; B-score of Tl+ flux slope (higher = more flux/activation; lower = inhibition) at 10 µM; hit rate 2.2% among 190,000; AID 1456;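 active = thallium flux slope and its plate-corrected score both differing from the plate sample mean at a set confidence after two filtering rounds, in either direction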;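 note: slope of fluorescence scaled to starting intensity during 10 to 20 s after thallium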
Target sequence (Q9H2X9 whole entry, looked up): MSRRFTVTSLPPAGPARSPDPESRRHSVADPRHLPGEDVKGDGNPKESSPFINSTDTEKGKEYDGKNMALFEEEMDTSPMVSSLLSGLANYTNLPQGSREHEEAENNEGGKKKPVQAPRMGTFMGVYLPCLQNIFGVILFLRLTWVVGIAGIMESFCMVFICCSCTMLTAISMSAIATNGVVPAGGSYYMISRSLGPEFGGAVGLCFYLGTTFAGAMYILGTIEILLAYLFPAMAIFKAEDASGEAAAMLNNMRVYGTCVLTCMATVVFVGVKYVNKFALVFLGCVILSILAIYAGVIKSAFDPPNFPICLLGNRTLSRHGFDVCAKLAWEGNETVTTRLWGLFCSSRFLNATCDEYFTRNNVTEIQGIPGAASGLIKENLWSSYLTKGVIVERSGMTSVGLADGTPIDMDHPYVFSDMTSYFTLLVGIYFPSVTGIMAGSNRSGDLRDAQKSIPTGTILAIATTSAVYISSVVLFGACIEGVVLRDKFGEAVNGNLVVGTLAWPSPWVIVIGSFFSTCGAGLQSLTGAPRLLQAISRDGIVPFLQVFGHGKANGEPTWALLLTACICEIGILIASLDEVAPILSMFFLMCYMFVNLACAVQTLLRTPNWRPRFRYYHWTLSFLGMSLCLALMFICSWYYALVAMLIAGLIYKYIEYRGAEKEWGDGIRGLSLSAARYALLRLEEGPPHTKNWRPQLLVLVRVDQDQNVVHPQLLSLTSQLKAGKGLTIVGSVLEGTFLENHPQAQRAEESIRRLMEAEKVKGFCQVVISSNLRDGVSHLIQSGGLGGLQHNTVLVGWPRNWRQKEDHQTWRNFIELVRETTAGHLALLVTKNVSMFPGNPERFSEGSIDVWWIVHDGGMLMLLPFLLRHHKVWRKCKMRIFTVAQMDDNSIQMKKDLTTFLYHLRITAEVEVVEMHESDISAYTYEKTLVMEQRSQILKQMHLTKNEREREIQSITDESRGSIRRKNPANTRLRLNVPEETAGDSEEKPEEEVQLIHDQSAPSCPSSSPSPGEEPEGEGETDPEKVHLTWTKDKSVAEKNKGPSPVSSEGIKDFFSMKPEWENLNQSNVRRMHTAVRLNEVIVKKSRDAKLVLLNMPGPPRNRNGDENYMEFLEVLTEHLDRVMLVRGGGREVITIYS
p47phox inh: blocks human p47phox regulatory protein of NADPH oxidases. P14598. p47phox/p22phox peptide binding, fluorescence polarization, 2 h. inhibition, % at 24.7 µM. hit rate 0.53% among 220,000. AID 1274;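 note: 0% = p47phox with labelled peptide and 100% = labelled peptide alone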
Rad51 HR inh: blocks human Rad51 in homologous recombination; Q06609; hRad51 DNA strand exchange, fluorescence dequenching; inhibition, % at 10 µM; hit rate 0.085% among 200,000; AID 1385;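 active = inhibition above 40% at the single screening dose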;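 note: 0% = DMSO control wells and 100% = blanks with heterologous ssDNA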
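material = hRad51 filaments on single-stranded DNA | timing = filaments 15 min 37 °C, then compound 30 min | signal = FRET fluorescence dequenching, excitation 485 nm, emission 520 nm | benchmarks = control wells and blank wells on each plate | evaluation = percent inhibition relative to plate controls and blanks | compound = 10 µM final, single point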
thrombin 1536: thrombin (human) inhibition | alpha-thrombin, Boc-VPR-AMC fluorogenic substrate cleavage | hit rate 0.26% among 220,000 | inhibition, % at 5 µM | P00734;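 active = inhibition at or above 40%; inactive = inhibition below 40%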;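 note: 0% = enzyme with no compound and 100% = wells without enzyme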
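Test system: human alpha-thrombin; medium: pH 7.5 Tris-saline with Tween 20; times: reaction at room temperature; signal: AMC fluorescence at 355 nm excitation and 460 nm emission; also added: Boc-VPR-AMC substrate, 15 µM final; dosing: one concentration per compound, 5 µM, with 0.2% DMSO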
14-3-3 Bad PPI: disrupts binding of bovine 14-3-3 zeta to phospho-Bad peptide; P63103; TR-FRET 14-3-3zeta/Dy647-pBad peptide displacement, 1 h; inhibition, % at 21.7 µM; hit rate 0.71% among 220,000; AID 781;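 active = inhibition above about 70%, limit read from the data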;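 note: 0% = full 14-3-3 plus peptide FRET controls and 100% = background without 14-3-3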
Furin inhibitor: human furin inhibition. P09958. purified furin, fluorogenic substrate cleavage. inhibition, % at 30 µM. hit rate 0.061% among 220,000; in the data active = inhibition above about 25%; note: inactives centre near -15
eIF4E-4G inh: blocks eIF4E binding to eIF4G. TR-FRET eIF4E-eIF4GI(517-606) binding, 2 h. inhibition, % at 21.7 µM. hit rate 0.37% among 220,000;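 note: 0% = full FRET control wells and 100% = background wells lacking eIF4GI fragment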
Starred values were filed as active, the others as inactive; nt = not tested or not shown; [ ] = remark or other dose.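 Rule for the calls, unless noted: active = inhibition above about 30% (limit read from the data); inactive = the rest.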

no.	molecule	hK5 inh	EBV gp42 block	KCC2 mod	p47phox inh	Rad51 HR inh	thrombin 1536	14-3-3 Bad PPI	Furin inhibitor	eIF4E-4G inh
1	CCN(CC)Cc1c(O)ccc2c(=O)c(Oc3ccccc3OC)c(C)oc12	-5	-13	1.4	1	-10	-9	2	-1	2
2	Cc1ccc(OC(=O)c2ccc3nc(C)sc3c2)cc1	-3	-4	0.15	3	-5	-3	-4	-13	-2
3	CC(C)(C)C(=O)Cn1c(NCCCO)nc2ccccc21	-13	-13	nt	-20	-4	6	14[fluorescence artefact?]	-15	3
4	Cc1[nH]nc2c1C(c1cccs1)C(C#N)=C(N)O2 (stereo unspecified)	-1	-14	nt	-4	2	-1	-13	-11	3
5	CC(=O)Nc1nc(C)c(CCCOc2ccc([N+](=O)[O-])cc2)c(=O)[nH]1	25	-9	-0.44	0	11	-3	-4	-6	1
6	COC(=O)CCn1nnc(-c2ccc(C)cc2)n1	-14	-8	-0.22	-8	-11	1	7[fluorescence artefact?]	-22[20 µM]	1[fluorescence artefact?]
7	O=C(CN1C(=O)C2C3C=CC(C3)C2C1=O)NCCN1CCCc2ccccc21 (stereo unspecified)	-11	-11	4.5*	-5	nt	-3	9	-17	0
8	CC(C)SC1=NC(C)(C)C=C(/C=C/c2ccc(Cl)cc2Cl)N1	-2	-11	-0.042	-19	-8	0	-8	-13[20 µM]	4
9	CSc1cc(C)n(-c2ccccc2C)c(=S)c1C(C)=O	-5	-23	0.02	-10	-8	3	7	-9[20 µM]	2
10	CCCCCC1C/C(=N\O)C=C(C)C1C(=O)OC (stereo unspecified)	6	-14	nt	-4	nt	-2	-4	-16	1
11	C/C=C(\C)C(=O)NCCN1C2=NC[C@H](C)N2C[C@@H]1Cc1ccc(OC)cc1	19	-3	0.52	7	6	14	-1	-7	-2
12	CCOC(=O)C1(Cc2ccc(Cl)cc2)CCN(Cc2cn(CC)nc2C)CC1	3	-1	0.022	4	-50	1	3	-22	-3
13	CC1CCCC(NC(=O)CCn2c(=S)oc3ccccc32)C1C (stereo unspecified)	-4	-15	-0.84	-7	17	-3	-4	-17	-3
14	O=C(NCc1ccccn1)c1cc(-c2ccc(-c3ccccc3)cc2)nc2ccccc12	-17	-18	-0.2	-64	-10	-11	-8[fluorescence artefact?]	-17	1[fluorescence artefact?]
15	Cc1nc2ncccn2c1-c1csc(Nc2ccc(N(C)C)cc2)n1	-5	9	-1.4	-9	30	4	7	-21	0
16	CCc1cc2cc(C)cc(C)c2nc1SCC(=O)NNC(=O)c1ccco1	-19	2	1.9	-8	0	1	-10	-15	0[fluorescence artefact?]
17	Cc1cc(C)cc(OCC(=O)NCCc2nc3ccccc3[nH]2)c1	0	-21	0.25	-4	-1	-6	-7	-10	0
18	CC(C)C(NC(=O)C(Cc1ccccc1)NC(=O)OCc1ccccc1)C(=O)O (stereo unspecified)	21	7	0.026	2	-10	3	4	-9	-1
19	CS(=O)(=O)Nc1ccc(Cc2ccc(NS(C)(=O)=O)cc2)cc1	-8	5	1.2	4	-3	-6	-1[fluorescence artefact?]	-6[20 µM]	-21[fluorescence artefact?]
20	CC(C)(C)NC(=O)NC(=O)CN1CCN(c2cccc(Cl)c2)CC1	4	-12	-0.3	-22	-9	3	-3	-16	85*
21	CCCC(=O)Nc1ccc(NC(=O)c2ccccc2OC)cn1	9	0	nt	8	11	19	-8	-16	-12
22	O=C(Nc1ccc2c(c1)OCCO2)c1cnccn1	-4	-12	0.18	161*	2	3	-4	-3[20 µM]	-7
23	CC(=O)c1sc(N/N=C\c2cccc(Br)c2)nc1C	-16	-1	-0.77	-4	-84	-7	-9	-10	-13
24	O=C(CCn1c(=O)oc2ccccc21)N1CCOCC1	-7	-5	nt	4	-3	-1	3	-13	0[fluorescence artefact?]
25	O=C(COc1ncnc2ccccc12)N1CCN(S(=O)(=O)c2ccc(Cl)cc2)CC1	0	-15	-2.5	-4	2	-1	-6	-12	-5
26	CCCC(C)NC(=O)COC(=O)c1cc(Br)c(Br)s1 (stereo unspecified)	5	-9	-2	-4	15	-1	-18	-19	7
27	COC(=O)C1=C(C)N=C2SC(C#N)=C(N)N2C1c1cc(OC)c(OC)c(OC)c1 (stereo unspecified)	5	-8	0.37	-7	-7	2	8	-2[20 µM]	-2
28	Cc1nnc(NC(=O)CSc2nnc(Cc3ccccc3)n2Cc2ccccc2)s1	-22	-10	-0.044	-3	-1	5	-3	-18[20 µM]	6
29	O=C1CSC(c2cccnc2)N1Cc1ccc(Cl)c(Cl)c1 (stereo unspecified)	2	-8	-0.7	-4	12	1	-7	-17	3
30	CCCn1nnc(NC(=O)c2cccc(Cl)c2)n1	0	-9	0.36	-6	2	-1	-4[fluorescence artefact?]	-8[20 µM]	7[fluorescence artefact?]
31	CCNC(=S)N(Cc1cc2cccc(C)c2[nH]c1=O)C1CCCC1	-22	-14	-0.86	-11	-5	4	-10	-4	1
32	O=C(OCc1cn(-c2ccc(Cl)c(Cl)c2)nn1)c1ccccc1Cl	-8	-10	nt	-3	-2	4	-5	-16[20 µM]	-17
33	CCOc1ccc(C(=O)CSc2nnc(C3CC3)n2C)cc1	-7	-9	0.58	2	nt	4	4	-13[20 µM]	-1
34	COc1cc(NC(=S)NCCc2ccccc2)c(OC)cc1NC(=O)C(C)C	3	2	0.15	-5	7	-5	29	-20	-6
35	O=C(/C=C/c1ccco1)NC(=S)Nc1nc(-c2ccc3ccccc3c2)cs1	-10	-14	1.3	-27	-3	-14	6	2	-2
36	COc1cc2c(cc1OC)CN(C(=S)Nc1cccc(Cl)c1C)CC2	4	-10	-0.85	22	nt	1	-4	-19	-3
37	S=C(NCCc1ccc(Cl)cc1)NC1CC1	-18	-6	0.036	-5	10	0	23	-33	-3
38	CCc1cc(C(=O)OC)c(NC(=O)C2CC(=O)NN2Cc2ccccc2)s1 (stereo unspecified)	-1	-2	nt	3	1	4	3	-24[20 µM]	-2
39	CC(Sc1nnc(Cc2ccc([N+](=O)[O-])cc2)o1)C(N)=O (stereo unspecified)	2	-15	nt	-9	2	3	-4[fluorescence artefact?]	-20[20 µM]	0
40	Cc1ccc2oc(-c3cccc(NC(=O)Cc4cccs4)c3)nc2c1	-5	-5	-0.094	0	1	-4	3	-3[20 µM]	1
41	COc1ccc([N+](=O)[O-])cc1NC(=O)C(C)Sc1nc(C)c(C)c(C)n1 (stereo unspecified)	-4	-9	nt	-3	-28	3	8[fluorescence artefact?]	-15	-1
42	O=C1CCC(=O)N1c1ccc(NCCc2ccccc2F)c([N+](=O)[O-])c1	-5	16	-0.0043	-6	-34	-8	-9	-4	-2
43	Cc1ccccc1NN1C(=O)C=CC1=O	-7	-23	0.42	-1	-1	2	nt	-20[20 µM]	nt
44	CCNC(=S)Nc1ccc(Cc2ccncc2)cc1	-8	-3	0.029	-7	-9	-3	-13	-17	-1
45	O=C(CCCOc1ccccc1)N1CCCCC1	-1	-21	-0.64	-5	-14	-3	nt	-24[20 µM]	nt

Part of the list above in order of molar mass, highest first.
no.	molecule	hK5 inh	EBV gp42 block	KCC2 mod	p47phox inh	Rad51 HR inh	thrombin 1536	14-3-3 Bad PPI	Furin inhibitor	eIF4E-4G inh
34	COc1cc(NC(=S)NCCc2ccccc2)c(OC)cc1NC(=O)C(C)C	3	2	0.15	-5	7	-5	29	-20	-6
32	O=C(OCc1cn(-c2ccc(Cl)c(Cl)c2)nn1)c1ccccc1Cl	-8	-10	nt	-3	-2	4	-5	-16[20 µM]	-17
41	COc1ccc([N+](=O)[O-])cc1NC(=O)C(C)Sc1nc(C)c(C)c(C)n1 (stereo unspecified)	-4	-9	nt	-3	-28	3	8[fluorescence artefact?]	-15	-1
31	CCNC(=S)N(Cc1cc2cccc(C)c2[nH]c1=O)C1CCCC1	-22	-14	-0.86	-11	-5	4	-10	-4	1

Next records
no.	molecule	hK5 inh	EBV gp42 block	KCC2 mod	p47phox inh	Rad51 HR inh	thrombin 1536	14-3-3 Bad PPI	Furin inhibitor	eIF4E-4G inh
46	CC1(C)Oc2ccc3ccc(=O)oc3c2/C(=C/Nc2ccccc2)C1=O	9	-5	nt	-17	4	3	4	-12[20 µM]	3
47	Nc1c(C(=O)O)ccc2c1C(=O)c1ccccc1C2=O	-2	-6	-0.7	77*	11	-6	-1	-23	0
48	CC(C)(C)NC(=S)NC(C)(C)C	-2	4	1.2	-4	-2	-3	2	-17	-3
49	CC1=Nn2c(nnc2-c2cc(C)[nH]n2)SC1	-17	0	1.8	-17	5	-12	-6	-39	-5[fluorescence artefact?]
50	CN(C)S(=O)(=O)c1ccc(C(=O)Nc2nc(-c3cccs3)cs2)cc1	-5	-9	nt	-8	-3	1	3	-8	-3
51	C=CCNC(=O)C1CC2Cn3c(nc4cc(C)c(C)cc43)C2N1C (stereo unspecified)	4	-6	0.29	-7	7	6	-4	-13	-1
52	COCCOC(=O)C1=C(C)NC(=O)CC1c1cc2c(cc1Br)OCO2 (stereo unspecified)	-6	-14	0.082	-9	-5	0	-6	-17[20 µM]	-8
53	Cc1cc(C)nc(/N=C(\N)Nc2ccc(-c3ccccc3)cc2)n1	-1	1	0.19	6	4	-8	-11	-27	-6
54	CC1=NN(c2ccccc2)C(=O)C1C=Nc1ccc(N(C)C)cc1 (stereo unspecified)	4	-32	0.006	-3	nt	-7	-1	-3	10
55	Cc1cc(C(=O)N2CCN(c3cccc(Cl)c3)CC2)c(C)o1	-23	-1	-0.51	-6	2	-1	-4	-20	-7
56	COc1ccc(NC(=O)/C(C#N)=C\c2ccc(Br)o2)cc1	-6	33	1	-82	8	-6	8	-16	17
57	COc1cc2c(=O)n(CCC(=O)NCC3CCCO3)c(=O)n(CC(=O)c3ccc(Cl)cc3)c2cc1OC (stereo unspecified)	1	9	-0.17	-1	3	-5	-6	-17	1
58	COc1ccc(-n2c(CCC(=O)O)ccc2-c2ccccc2)cc1	-9	-11	nt	-5	-3	5	3	-3	5
59	O=C1c2ccccc2CC1Sc1nnc(-c2ccncc2)o1 (stereo unspecified)	0	-2	nt	3	-3	5	16	-19	-2
60	CN(Cc1nc2ccccc2c(=O)[nH]1)C(=O)c1ccc(S(=O)(=O)N(C)C)cc1	-1	1	0.66	-8	1	5	-2	-16[20 µM]	0[fluorescence artefact?]
61	CS(=O)(=O)N(CC(=O)NCCc1ccccc1)c1cccc([N+](=O)[O-])c1	6	-3	-0.54	-4	10	-6	18	-8	2
62	Cc1[nH]n(-c2ccccc2)c(=O)c1C1(C(F)(F)F)C(=O)N(c2ccc(F)cc2)C2=C1C(=O)CC(C)(C)C2 (stereo unspecified)	-1	9	1.7	-1	0	-6	-4	-23[20 µM]	1
63	Clc1ccc(-c2nc3nc4ccccc4nc3n2Cc2ccco2)cc1	-29	-11	-0.15	-7	-3	2	-11[fluorescence artefact?]	-10	11[fluorescence artefact?]
64	CC(C(=O)OCC(=O)c1ccccc1)N1C(=O)c2ccccc2C1=O (stereo unspecified)	-3	3	-0.085	1	4	-5	-6	-35	0
65	Cc1ccc(-c2cnc(NC(=O)c3cccc(Br)c3)s2)c(C)c1	2	-2	-0.25	-7	-2	-3	11	-14[20 µM]	-3
66	Cc1ccc(C(=O)NS(=O)(=O)c2ccc(N=NN(C)C)cc2)cc1	2	14	0.39	-6	-58	1	1	-9	-1
67	Cc1cc(NCc2ccccn2)ccc1Br	6	1	-0.41	-11	1	-3	79*	-15	5[fluorescence artefact?]
68	COc1ccc(C2C=C(C)Nc3nc4ccccc4n32)cc1 (stereo unspecified)	3	0	0.21	-12	-2	-7	-11	-18	0
